Bim-Bcl-B: inhibitors of Bim-Bcl-B binding, primary screen, biochemical, multiplexed, human Bcl-2 family; bead-based flow cytometry, Bim peptide-Bcl-B binding; Bcl-2-like protein 10 (Homo sapiens), Q9HD36; inhibition, % at 10 µM; hit rate 0.073% among 190,000;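 also: 0% = tracer peptide without compound and 100% = reference inhibitor peptide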
Target sequence (Q9HD36 whole entry, looked up): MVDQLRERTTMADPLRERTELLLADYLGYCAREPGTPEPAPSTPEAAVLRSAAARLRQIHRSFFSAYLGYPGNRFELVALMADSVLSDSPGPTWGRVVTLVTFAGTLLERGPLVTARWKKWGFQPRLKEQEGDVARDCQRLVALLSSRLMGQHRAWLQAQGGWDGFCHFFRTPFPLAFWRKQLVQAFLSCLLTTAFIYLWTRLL
ABCG2 inh: ABCG2 efflux pump inhibitors, primary screen, multiplex with ABCB1, IgMXP3 cells, flow cytometry; JC-1 efflux; Broad substrate specificity ATP-binding cassette transporter ABCG2 (Homo sapiens), Q9UNQ0; hit rate 0.1% among 190,000; inhibition, % at 6.6 µM;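 active = inhibition above 80%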;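 also: 0% = DMSO and 100% = nicardipine control wells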
Target sequence (Q9UNQ0 whole entry, looked up): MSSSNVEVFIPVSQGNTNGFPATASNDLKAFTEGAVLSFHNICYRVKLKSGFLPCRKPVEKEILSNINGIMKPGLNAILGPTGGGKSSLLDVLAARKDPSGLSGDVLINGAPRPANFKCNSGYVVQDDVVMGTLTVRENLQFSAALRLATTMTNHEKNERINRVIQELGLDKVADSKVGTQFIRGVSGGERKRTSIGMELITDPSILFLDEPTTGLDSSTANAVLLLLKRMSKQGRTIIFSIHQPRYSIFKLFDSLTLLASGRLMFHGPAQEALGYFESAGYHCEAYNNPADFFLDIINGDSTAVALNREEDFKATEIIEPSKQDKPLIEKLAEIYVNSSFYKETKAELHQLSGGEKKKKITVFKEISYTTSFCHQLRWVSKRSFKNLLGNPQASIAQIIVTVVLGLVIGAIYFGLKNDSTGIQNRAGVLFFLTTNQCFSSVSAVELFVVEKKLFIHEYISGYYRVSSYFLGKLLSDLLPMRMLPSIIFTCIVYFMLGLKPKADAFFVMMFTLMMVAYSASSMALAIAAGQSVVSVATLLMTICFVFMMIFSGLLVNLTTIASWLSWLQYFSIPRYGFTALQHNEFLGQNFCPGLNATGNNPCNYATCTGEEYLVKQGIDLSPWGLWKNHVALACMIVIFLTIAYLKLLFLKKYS
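System: two drug-resistant human cell lines, ABCG2 and ABCB1; controls: nicardipine high and DMSO low controls; times: 10 min exposure at 25 °C with rotation, no wash; detection: flow cytometry of retained JC-1 fluorescence; read-out basis: percent efflux inhibition, scaled nicardipine 100% to DMSO 0%; doses: one concentration, 6.6 µM final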
RGS4-Gao reg: modulators of RGS4 binding to Galphao, primary screen, biochemical, multiplexed bead flow cytometry; hit rate 0.33% among 220,000; binding response (% of control), % at 10 µM; Guanine nucleotide-binding protein G(o) subunit alpha (Homo sapiens), P09471; actives lie on both sides; in the data active = binding response below about 49% or above about 150%; inactive = in between;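 also: fluorescent Galphao activated with aluminum fluoride binding bead-coupled RGS4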
Avidin bead fluor: green autofluorescence of compounds with avidin beads – biophysical, 488/530 nm, flow cytometry, artefact control, profiling panel; hit rate 0.38% among 220,000; compound fluorescence 488/530 nm; active compounds read high; fluorescence (KMESF) at 10 µM; AID 1775, 2009; in the data active = fluorescence above about 47; also: inactives centre near 10
RGS7-Gao: RGS7-Galphao binding modulators, primary screen, biochemical, multiplexed bead flow cytometry. actives lie on both sides. binding response (% of control), % at 10 µM. Guanine nucleotide-binding protein G(o) subunit alpha (Homo sapiens), P09471. hit rate 0.35% among 220,000. AID 1439, 2008; in the data active = binding response below about 49% or above about 150%;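 also: fluorescent Galphao held in activated GDP-AlF4 state binding bead-coupled RGS7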
Bim-Bcl-W: inhibitors of Bim binding to Bcl-W, primary screen, biochemical, multiplexed, bead-based flow cytometry; inhibition, % at 10 µM; hit rate 0.02% among 190,000; Bcl-2-like protein 2 (Homo sapiens), Q92843; AID 952, 2007; Bim peptide-Bcl-W binding;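 also: 0% = bound tracer without compound and 100% = peptide blocker; higher means less fluorescent Bim peptide bound to Bcl-W beads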
Bcl-2 Bim block: inhibitors of Bim-Bcl-2 binding, primary screen, biochemical, multiplexed, human Bcl-2 family. inhibition, % at 10 µM. Bead-based flow cytometry, Bim peptide-Bcl-2 binding. hit rate 0.06% among 190,000. AID 950, 2007. Apoptosis regulator Bcl-2 (Homo sapiens), P10415; in the data active = inhibition above about 40%;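 also: 0% = no compound wells with probe peptide and 100% = reference peptide inhibitor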
Bim-Bcl-XL: inhibitors of Bim-Bcl-XL binding, primary screen, biochemical, multiplexed, bead flow cytometry, human Bcl-XL. Bcl-2-like protein 1 (Homo sapiens), Q07817. inhibition, % at 10 µM. AID 1007, 2008. hit rate 0.04% among 190,000. Bim peptide-Bcl-XL binding, fluorescence
Target sequence (Q07817 whole entry, looked up): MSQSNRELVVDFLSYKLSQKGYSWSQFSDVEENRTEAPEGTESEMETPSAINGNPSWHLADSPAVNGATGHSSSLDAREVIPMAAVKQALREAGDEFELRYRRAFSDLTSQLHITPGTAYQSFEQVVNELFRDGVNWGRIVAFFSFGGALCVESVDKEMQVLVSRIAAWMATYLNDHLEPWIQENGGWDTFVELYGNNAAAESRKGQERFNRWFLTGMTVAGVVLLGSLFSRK
GSH fluor: compound fluorescence on glutathione beads, profiling panel, artefact control, biophysical, 488/530 nm, flow cytometry; fluorescence (KMESF) at 10 µM; hit rate 0.25% among 190,000; GSH beads flow cytometry, compound fluorescence 488/530 nm; active compounds read high; AID 1776, 2009; in the data active = fluorescence above about 89;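 also: glutathione beads carrying GST-tagged Bcl family fusion proteins plus one bare bead set; values are compound well signal with DMSO vehicle wells as background; inactives centre near 16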
Bfl-1 Bim block: inhibitors of Bim binding to Bfl-1, primary screen, biochemical, multiplexed, bead-based flow cytometry | Bcl-2-related protein A1 (Homo sapiens), Q16548 | Bim-Bfl-1 binding inhibition | inhibition, % at 10 µM | hit rate 0.12% among 190,000;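 also: 0% = wells without compound plus tracer and 100% = blocker peptide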
ABCB1 inh: ABCB1 efflux pump inhibitors, primary screen, cell-based, multiplex, flow cytometry, ABCG2 counter-screen | ATP-dependent translocase ABCB1 (Homo sapiens), P08183 | CCRF-Adr cells, JC-1 efflux | inhibition, % at 6.6 µM | hit rate 0.067% among 190,000 | AID 1326, 2008; in the data active = inhibition above about 40%;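 also: 0% = vehicle and 100% = reference inhibitor; higher value means more JC-1 retained so stronger ABCB1 efflux block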
* hit, by the source's call. Rule as the data show it, unless noted: active = inhibition above about 40%.

#	Compound	Bim-Bcl-B	ABCG2 inh	RGS4-Gao reg	Avidin bead fluor	RGS7-Gao	Bim-Bcl-W	Bcl-2 Bim block	Bim-Bcl-XL	GSH fluor	Bfl-1 Bim block	ABCB1 inh
1	COC(=O)c1ccc(OCCn2cnc3ccccc3c2=O)cc1	-11	0	100	5	99	3	-8	-3	45	-7	0.2
2	CC(=O)c1c(C)nc(-c2ccccc2)n1O	-19	0	101	15	100	-4	-4	-5	60	13	-0.1
3	N#C/C(=C(/O)CSc1ccccc1C(=O)O)c1nc2ccccc2s1	-5	0	100	4	101	-3	0	-4	18	-12	-0.4
4	O=C(Cn1c(=O)c2c(ncn2C2CCCC2)n(Cc2ccccc2)c1=O)N1CCc2ccccc21	-2	5	102	14	104	1	3	2	10	1	5.6
5	CCCS(=O)(=O)N1CCN(Cc2ccc([N+](=O)[O-])cc2)CC1	6	7	103	11	111	0	3	4	9	8	0.6
6	Cc1cc(C)n(CC2CC(=O)N(c3cc(Cl)cc(Cl)c3)C2=O)n1 (stereo unspecified)	-7	11	105	16	104	-6	-4	-7	12	-9	1.0
7	COc1cc(OC)c(-c2cc(C(=O)O)ccc2OC)c(OC)c1	0	0	94	3	95	0	2	0	7	0	0.4
8	O=C(CSc1n[nH]c(-c2cccs2)n1)N1CCN(S(=O)(=O)c2ccc3ccccc3c2)CC1	-3	0	96	11	103	0	3	-1	6	-1	0.1
9	O=C(NCCc1ccccc1)c1ccc(NCC2CCCO2)c([N+](=O)[O-])c1 (stereo unspecified)	0	5	103	10	99	-1	1	-4	16	-2	-0.1
10	CCOc1ccc(CNCc2ccc(C(=O)O)cc2)cc1OC	-4	6	100	11	101	0	0	1	14	-5	1.1
11	Cc1c(CNC(=O)c2cnn3c2NC(c2ccc(Br)cc2)CC3C(F)(F)F)cnn1C (stereo unspecified)	-10	7	101	11	99	0	-7	-6	32	-14	2.3
12	COc1ccc(N(CC(=O)NCc2ccccc2)S(C)(=O)=O)cc1	-8	1	101	3	104	-2	-7	-6	10	-3	0.6
13	COc1ccc2cc3c(N)nn(C(=O)c4cccc([N+](=O)[O-])c4)c3nc2c1	-10	15	96	8	95	-3	-5	-7	6	-16	0.8
14	O=c1cnnc(SCCc2ccccc2)[nH]1	-5	-2	102	16	98	0	-11	-2	26	-7	-2.5
15	CCCN1C(=O)/C(=C\C=C2/C=CN(CC)c3ccccc32)SC1=S	-11	0	97	4	95	-5	6	-4	14	12	0.8

(list continues)
#	Compound	Bim-Bcl-B	ABCG2 inh	RGS4-Gao reg	Avidin bead fluor	RGS7-Gao	Bim-Bcl-W	Bcl-2 Bim block	Bim-Bcl-XL	GSH fluor	Bfl-1 Bim block	ABCB1 inh
16	Cc1cc(C(=O)N(C)Cc2ccc(Br)cc2)no1	-11	4	99	9	97	-2	-10	-8	22	-15	0.7
17	CCCn1c(C)cc(C(=O)COc2ccc(S(=O)(=O)N(CC)CC)cc2[N+](=O)[O-])c1C	-2	24	102	13	95	-2	-4	-3	7	-2	5.0
18	CC1CCCCC1NC(=O)COC(=O)c1ccc(N(C)C)cc1 (stereo unspecified)	-4	0	94	13	95	0	0	-1	11	-1	0.2
19	CC(C)C(=O)Nc1ccc(NC(=O)CCc2ccccc2)cn1	-4	0	100	9	99	-1	-5	-2	14	-5	0.0
20	c1ccc2oc(NC3=NCN(CC4CCCO4)CN3)nc2c1 (stereo unspecified)	0	2	100	11	105	0	0	1	8	1	0.4
21	CCOC(=O)c1ccc(-c2nnc(-c3ccc(Cl)cc3Cl)o2)cc1	-7	1	97	10	101	0	-6	5	23	-12	0.2
22	CCOC(=O)CCCn1c(C)nc(=O)c(-c2ccccc2)c1C	-4	0	94	6	97	-2	-6	-3	14	-11	-0.1
23	CN1CCCc2cc(C=O)ccc21	1	6	95	4	95	0	2	0	28	-1	0.4
24	CCOc1cccc(-c2nnc3sc(-c4cccs4)nn23)c1	-3	4	98	25	101	-3	-1	-3	17	-6	0.9
25	CCOC(=O)c1ccc(NC(=S)N2CCCC2)cc1	-3	0	80	6	87	-3	-6	-3	17	-3	0.2
26	Cn1c(=O)cc(SCC(=O)N2CCN(C(=O)c3ccco3)CC2)c2ccccc21	-8	7	99	18	102	1	-9	-3	22	-13	0.5
27	CC1CCCCC1NC(=O)CSc1nnc(CNC(=O)c2ccccc2)n1C (stereo unspecified)	-1	2	96	5	98	-7	-2	-2	12	-1	-0.5
28	CC1(C)CC(=O)C(C(c2cccc([N+](=O)[O-])c2)C2C(=O)CC(C)(C)CC2=O)C(=O)C1	-4	2	100	4	98	-4	-2	-5	9	0	0.6
29	COc1cccc(/C=C/C(=O)N2CCN(c3n[nH]c(=O)[nH]c3=O)CC2)c1OC	-3	0	100	5	102	1	-6	0	10	-6	0.3
30	CN(C)c1oc(-c2ccc(OCc3ccccc3)cc2)nc1C#N	-4	0	101	38	101	-1	-7	-1	13	-3	0.0

Remaining list, next part
#	Compound	Bim-Bcl-B	ABCG2 inh	RGS4-Gao reg	Avidin bead fluor	RGS7-Gao	Bim-Bcl-W	Bcl-2 Bim block	Bim-Bcl-XL	GSH fluor	Bfl-1 Bim block	ABCB1 inh
31	O=C(/C=C/c1ccccc1)NNC(=O)c1cccnc1	-3	3	101	16	100	-1	-3	-4	10	-2	0.4
32	COc1ccc2c(Cl)c(C(=O)NCC3CCCO3)sc2c1Cl (stereo unspecified)	-4	4	98	5	98	-2	0	-4	9	-2	-1.1
33	COCCN1C(=O)Cc2c1nc(N)c1c(N)nc(N3CCN(c4ccc(F)cc4)CC3)c(C#N)c21	0	-2	97	13	97	4	0	0	13	0	-0.7
34	CCC(C)(C)n1nnnc1C(c1cc2ccc(C)cc2[nH]c1=O)N(Cc1cccnc1)Cc1ccco1 (stereo unspecified)	-3	3	99	14	97	0	0	-6	22	-1	2.5
35	C/C(=N\NC(=O)c1cc(-c2cccnc2)nc2ccccc12)c1ccc(O)cc1O	7	-11	96	14	93	4	0	7	3	0	-1.2
36	COc1ccccc1N1CCN(C(=O)c2cc(C)oc2C)CC1	-6	1	104	6	100	1	-1	-1	23	-6	0.6
37	O=C(C[n+]1ccccc1)Nc1ccccc1C(=O)O	0	0	102	8	103	-6	-3	-3	11	2	0.2
38	CN(CCO)c1ccc([N+](=O)[O-])cc1C(=O)O	0	1	97	32	96	-5	-3	-6	18	-1	0.3
39	O=C(O)CCC(=O)N1CCc2cc(S(=O)(=O)Nc3ccc4c(c3)OCCO4)ccc21	0	1	98	4	104	0	0	-2	21	-2	0.1
40	CCOC(=O)c1c(C)c(C(=O)Nc2cc(F)ccc2F)c(C)n1C	-6	20	98	4	100	-4	-6	-5	11	-3	0.9
41	COc1ccc(-c2nnc(SCC(=O)/C(C#N)=C(\C)N)o2)cc1	-8	2	102	4	100	1	-7	3	44	-9	0.3
42	N#CC1=C(N)OC2=C(C(=O)CC(c3ccccc3)C2)C1c1ccc2c(c1)OCO2 (stereo unspecified)	-7	7	101	12	95	0	1	-8	23	-3	1.5
43	Cc1csc2cc(-c3cccc([N+](=O)[O-])c3)c(-c3cccc([N+](=O)[O-])c3)c[n+]12	-7	5	102	16	103	-5	-5	-8	12	-15	1.0
44	CCOC(=O)CNS(=O)(=O)c1cc(-c2n[nH]c(=O)c3ccccc23)ccc1C	-2	3	106	22	104	4	0	-1	13	0	0.7
45	Cc1ccc(S(=O)(=O)n2cnc3cc([N+](=O)[O-])ccc32)c(C)c1	-3	5	100	14	99	-2	-2	-6	16	-14	0.4

Additional records.
#	Compound	Bim-Bcl-B	ABCG2 inh	RGS4-Gao reg	Avidin bead fluor	RGS7-Gao	Bim-Bcl-W	Bcl-2 Bim block	Bim-Bcl-XL	GSH fluor	Bfl-1 Bim block	ABCB1 inh
46	Cc1nnc(SC(C)C(=O)Nc2ccc3c(c2)OCCO3)s1 (stereo unspecified)	-5	0	98	6	96	4	-6	-3	41	-9	0.2
47	Cc1ccccc1OCC(=O)N/N=C/c1ccco1	-8	1	89	29	97	-3	-6	-6	14	-2	-0.3
48	C[C@]1(C(=O)NCc2cc(F)cc(C(F)(F)F)c2)C=C[C@@H](Cc2ccccc2)N1C(=O)c1ccccc1	-3	-4	100	9	103	-5	-2	-4	18	0	1.6
49	COCCNC(=S)N1CCN(S(C)(=O)=O)CC1	-1	4	105	12	109	2	0	-2	25	-5	0.9
50	COC(=O)CCSc1cc([N+](=O)[O-])cc2c1c(C1OCCS1)nn2-c1ccccc1 (stereo unspecified)	-3	0	105	5	104	-1	0	0	20	0	0.0
51	O=C1COc2ccc(C(=O)c3ccccc3C(=O)NCc3ccco3)cc2N1	-3	0	99	3	100	-5	-4	-9	71	0	0.2
52	Cc1nc2sc3c(c2c(=N)n1N)CC(C)(C)OC3	-6	3	114	21	101	0	-3	-2	10	-7	0.4

Four entries from above, in transposed form.
#50 COC(=O)CCSc1cc([N+](=O)[O-])cc2c1c(C1OCCS1)nn2-c1ccccc1 (stereo unspecified)
#48 C[C@]1(C(=O)NCc2cc(F)cc(C(F)(F)F)c2)C=C[C@@H](Cc2ccccc2)N1C(=O)c1ccccc1
#46 Cc1nnc(SC(C)C(=O)Nc2ccc3c(c2)OCCO3)s1 (stereo unspecified)
#47 Cc1ccccc1OCC(=O)N/N=C/c1ccco1
entry no.	50	48	46	47
Bim-Bcl-B	-3	-3	-5	-8
ABCG2 inh	0	-4	0	1
RGS4-Gao reg	105	100	98	89
Avidin bead fluor	5	9	6	29
RGS7-Gao	104	103	96	97
Bim-Bcl-W	-1	-5	4	-3
Bcl-2 Bim block	0	-2	-6	-6
Bim-Bcl-XL	0	-4	-3	-6
GSH fluor	20	18	41	14
Bfl-1 Bim block	0	0	-9	-2
ABCB1 inh	0.0	1.6	0.2	-0.3

One compound at a time, from the list above. Screens in order: Bim-Bcl-B	ABCG2 inh	RGS4-Gao reg	Avidin bead fluor	RGS7-Gao	Bim-Bcl-W	Bcl-2 Bim block	Bim-Bcl-XL	GSH fluor	Bfl-1 Bim block	ABCB1 inh
C/C(=N\NC(=O)c1cc(-c2cccnc2)nc2ccccc12)c1ccc(O)cc1O is listed as 7	-11	96	14	93	4	0	7	3	0	-1.2
O=c1cnnc(SCCc2ccccc2)[nH]1 is listed as -5	-2	102	16	98	0	-11	-2	26	-7	-2.5
CCOC(=O)c1ccc(NC(=S)N2CCCC2)cc1 is listed as -3	0	80	6	87	-3	-6	-3	17	-3	0.2
O=C(CSc1n[nH]c(-c2cccs2)n1)N1CCN(S(=O)(=O)c2ccc3ccccc3c2)CC1 is listed as -3	0	96	11	103	0	3	-1	6	-1	0.1

Assay outcomes as filed in PubChem.
